Bioassay records: PubChem BioAssay, National Center for Advancing Translational Sciences (NCATS)
TRHR agonist = TRH receptor (human) agonism; P34981; TRHR cells, calcium flux fluo-8, FDSS agonist mode; activation, % at 2 µM; 360,000 compounds, 0.18% hits; AID 493084; in the data active means activation above about 30%; further: 0% is about no effect
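In this calcium-flux screen, cells bearing human TRHR are dye-loaded with fluo-8, baselined for 10 cycles, then exposed to library compounds; positive kinetic calcium responses during the agonist phase mark hits, with TRH as control.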
RXFP1 antag = antagonists of human relaxin receptor RXFP1; Q9HBX9; HEK293-RXFP1, relaxin-stimulated cAMP HTRF, 30 min; stronger effect = lower value; activity change, negative = inhibition, % at 57.5 µM; 350,000 compounds, 0.59% hits;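 active means activity change of -60% or lower, but not beyond a set lower limit; inconclusive means change between -60% and -40%, or beyond the set limit; inactive means change above -40%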; further: on the % scale 0 is the no-effect control and ±100 the full control effect
Target sequence (Q9HBX9 whole entry, looked up): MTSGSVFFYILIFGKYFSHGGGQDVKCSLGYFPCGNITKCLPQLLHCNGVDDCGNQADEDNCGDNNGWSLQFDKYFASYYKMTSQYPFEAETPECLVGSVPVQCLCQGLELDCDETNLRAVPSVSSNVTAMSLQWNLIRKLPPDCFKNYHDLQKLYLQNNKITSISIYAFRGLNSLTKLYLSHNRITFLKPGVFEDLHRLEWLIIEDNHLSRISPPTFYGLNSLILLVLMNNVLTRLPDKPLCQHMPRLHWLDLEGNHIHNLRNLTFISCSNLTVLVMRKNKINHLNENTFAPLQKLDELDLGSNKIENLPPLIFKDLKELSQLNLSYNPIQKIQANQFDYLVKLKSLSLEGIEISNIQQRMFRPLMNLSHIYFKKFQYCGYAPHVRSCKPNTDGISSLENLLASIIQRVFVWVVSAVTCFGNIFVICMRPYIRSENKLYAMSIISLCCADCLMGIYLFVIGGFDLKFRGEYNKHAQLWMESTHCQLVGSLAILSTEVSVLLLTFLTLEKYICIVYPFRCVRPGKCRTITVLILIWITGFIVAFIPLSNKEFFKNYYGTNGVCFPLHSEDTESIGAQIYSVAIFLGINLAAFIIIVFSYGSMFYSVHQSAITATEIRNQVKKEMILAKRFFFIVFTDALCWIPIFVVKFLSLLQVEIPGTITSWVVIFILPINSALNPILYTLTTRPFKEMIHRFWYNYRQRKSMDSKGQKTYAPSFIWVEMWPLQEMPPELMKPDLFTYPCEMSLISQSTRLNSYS
Anesthetic bind = candidate novel general anesthetic via apoferritin binding | apoferritin/1-aminoanthracene competitive binding, fluorescence | P02791 | 350,000 compounds, 0.074% hits | Potency, µM (top dose mostly 77.5 µM), for inactives: top-dose activity change, negative = displacement, most hits filed as inhibitors; further: potency means the concentration at half of the fitted maximal effect; on the % scale 0 is the no-effect control and ±100 the full control effect; nearly all actives have a fitted effect of over 20% in size
Target sequence (P02791 2-175 limits assumed): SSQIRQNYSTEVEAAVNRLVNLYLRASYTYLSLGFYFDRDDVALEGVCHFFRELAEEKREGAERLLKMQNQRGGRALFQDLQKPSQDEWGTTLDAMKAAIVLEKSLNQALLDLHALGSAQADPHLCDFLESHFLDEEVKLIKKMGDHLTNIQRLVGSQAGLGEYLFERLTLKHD
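Horse-spleen apoferritin (10 uM) in 50% saturated 1-aminoanthracene in PBS was incubated 10 min at room temperature with compound. Fluorescence (ex 380, em 535 nm) was normalized to free and bound 1-AMA, with concentration-response fitted by a four-parameter Hill equation.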
D2 potentiator = D2 dopamine receptor (human) potentiation; 340,000 compounds, 0.34% hits; HEK293 T-REx D2, calcium flux, EC20 dopamine potentiation; potentiation, % at 10 µM;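 active means potentiation over 3 SD above the plate norm, cut at about 30% in these data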; further: 0% is about no effect
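Potentiation of an EC20 dopamine calcium response is measured in a force-coupled, tetracycline-inducible Hek293 Trex D2 line. Compound-only kinetic reads over 180 s flag agonists before dopamine addition.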
TRHR enhancer = allosterically enhances the human TRH receptor; TRHR cells, fluo-8 calcium fluorescence, EC20 TRH enhancement; P34981; enhancement, % at 2 µM; 360,000 compounds, 0.66% hits; in the data active means enhancement above about 30%; further: 0% is about no effect
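TRHR-expressing cells loaded with fluo-8 calcium dye were read kinetically (ex 480/em 530) during compound addition, then stimulated with an EC20 of TRH (10 nM final). Enhancement of the Gq-mediated intracellular calcium response was scored.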
RXFP1 ag = activates the human relaxin receptor RXFP1. Q9HBX9. Potency, µM (titrated, usually from 57.5 µM), inactives show top-dose activation, usual class: activators. HEK293T-RXFP1 cAMP TR-FRET, 30 min; response scale: percent of porcine relaxin response, buffer zero. 370,000 compounds, 0.3% hits. AID 2676; further: potency means the concentration at half of the fitted maximal effect; on the % scale 0 is the no-effect control and ±100 the full control effect; nearly all actives have a fitted effect of over 60% in size; many of its hits are not listed in these tables
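Agonist response is measured as cAMP accumulation in an RXFP1-transfected HEK293T line under PDE4 inhibition. Values are scaled between buffer-only and 29 nM porcine relaxin, and EC50s come from standard Hill equation fits.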
D1 antagonist = human D1 dopamine receptor antagonism; 360,000 compounds, 3.2% hits; HEK293 TREx D1 cells, calcium flux, dopamine EC80; stronger effect = lower value; activity change, negative = inhibition, % at 10 µM; AID 504652; P21728; in the data active means activity change below about -30%; further: on the % scale 0 is the no-effect control and ±100 the full control effect
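Antagonism measured as reduced calcium response to an EC80 dopamine addition following 180 s compound pre-read; cells were inducible HEK293 Trex D1 plated overnight at 30 C, read kinetically at 1 cycle/sec.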
D1 potentiator = potentiators of human D1 dopamine receptor. AID 504651. 360,000 compounds, 0.036% hits. potentiation, % at 10 µM. HEK293 TREx D1 cells, calcium flux, dopamine EC20 potentiation. P21728; in the data active means potentiation above about 30%; further: 0% is about no effect
D1 ag = activates the human D1 dopamine receptor; HEK293 T-REx D1 cells, calcium flux, agonist mode; activation, % at 2 µM; 360,000 compounds, 1% hits; AID 504660; in the data active means activation above about 30%; further: 0% is about no effect
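Agonism was scored from calcium flux recorded over 180 s (1 read/s) after pintool compound addition, following a 10-cycle baseline. Cells were inducible force-coupled HEK293 TREx D1, plated overnight at 30 C and loaded with no-wash calcium dye.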
Active calls of the source: *; u = inconclusive; x = no result given; & = joins results of further samples; [ ] = remark or other dose. Unless noted, the call rests on the fitted dose curve; in most records, active means well fitted curve in the direction sought with a large enough effect; inconclusive means small, poorly fitted or top-dose-only effect, or another doubt; inactive means no such curve, though single readings can be large; an effect the other way counts as inactive or inconclusive. Not all compounds are listed; the hit share may differ from the screen's.

SMILES	TRHR agonist	RXFP1 antag	Anesthetic bind	D2 potentiator	TRHR enhancer	RXFP1 ag	D1 antagonist	D1 potentiator	D1 ag
CC1CCN(C(=O)c2nc[nH]c2C(=O)O[C@H](C)c2ccccc2)CC1	0.3	x	x	11.5	3.3	0.5%	x	-0.8	-0.3
Cn1c(=O)n(C)c2cc(NC(=O)CCc3ccccc3)c(Br)cc21	0.5	-0.4	-5.5%	2.3	1.9	-1.6%	-17.2	-1.9	0.3
CNC(=O)c1c(NC(=O)c2cccc(N3C(=O)CCC3=O)c2)sc2c1CCCC2	-0.2	3.0	-0.5%	-4.8	4.9	5.5%	-1.6	2.4	0.5
COc1cc(/C=C/C(=O)OCC(=O)Nc2cccc(Oc3ccccc3)c2)ccc1O	-0.1	-12.7	u	x	-3.2	0.9%	-5.4	-5.9	5.3
Cc1ccc(C(=O)N2CCN(c3ccccn3)CC2)cc1	0.3	x	-5.2%	-1.1	-2.0	1.0%	-8.6	-10.7	2.2
COc1ccccc1CN(C)CC(=O)Nc1ccccc1-c1ccccc1	0.4	-18.7	31.7%[activator]	-1.8	-8.3	2.7%	-5.0	-6.5	8.1
COc1ccc(NS(=O)(=O)c2ccc(NC(=O)c3ccc(N(C)S(C)(=O)=O)cc3)cc2)c(OC)c1	0.3	x	-8.4%	13.9	-1.3	0.7%	2.8	4.8	6.8
Cc1cc(N)n(-c2ccc(S(=O)(=O)c3ccc(C(C)C)cc3)cc2)n1	-0.2	-1.9	u	11.9	-2.3	0.4%	-26.4	-5.2	3.6
Cc1ccc(NC(=O)C2CC(=O)N(c3ccc4c(c3)OCCO4)C2)cc1S(=O)(=O)N1CCCCCC1 (stereo not given)	-0.1	-13.1	x	x	-12.0	-0.2%	8.6	2.8	1.2
COc1cc([N+](=O)[O-])ccc1N1C(=O)C2C3C=CC(C4CC34)C2C1=O (stereo not given)	-0.4	7.1	-20.6%	-0.3	2.9	2.4%	-10.6	-1.6	4.5
N#CC1=C(N)Oc2cc(N)ccc2C1c1ccsc1 (stereo not given)	0.8	3.1	-9.6%	-0.4	7.6	1.5%	-6.7	-4.4	3.8
CCCCCC(=O)N1CC2(CC)CN(C(=O)CCCCC)CC(CC)(C1)C2=O	-0.1	12.1	-5.8%	-4.9	0.9	-0.1%	10.5	-12.9	2.7
CCOC(=O)C1CCN(Cc2nnc(-c3cccc(Br)c3)o2)CC1	0.2	-0.1	-13.7%	-5.5	6.0	0.1%	-17.8	-3.9	5.7
O=C(CNC(=O)c1ccc(F)cc1)N/N=C/c1ccc(O)c([N+](=O)[O-])c1	-1.4	-4.5	u	-11.9	2.1	1.5%	-6.9	-5.0	1.0
CC1CC(C)CN(C(=O)CSC2=Nc3ccccc3C3=NC(Cc4c[nH]c5ccccc45)C(=O)N23)C1 (stereo not given)	-0.9	-1.7	u	-0.3	-17.6	0.5%	5.2	-2.5	5.0
Cc1ccc2c(C)nc(SC(C(=O)c3ccccc3)c3ccccc3)nc2c1 (stereo not given)	0.5	-10.8	-7.2%	-1.3	-1.9	0.8%	-10.8	4.8	4.5
CCNS(=O)(=O)c1ccc(CCC(=O)Nc2cc(Cl)ccc2Oc2ccccc2)cc1	0.5	-11.4	57.6%[activator]	2.1	-0.1	0.4%	6.4	-0.1	4.5
CC(=O)NC1C(=O)N(Cc2ccccc2)c2ccc(Br)cc21 (stereo not given)	1.0	4.9	2.8%	-0.9	-0.5	0.1%	0.3	-2.9	4.1
CC(C)CC(C(=O)Nc1ccc2c(c1)OCCO2)N1C(=O)c2ccccc2C1=O (stereo not given)	0.1	4.4	-9.0%	-5.9	-8.8	-0.5%	0.7	-6.8	1.9
Nc1ncc(-n2cncn2)c(-c2ccc(Cl)cc2)n1	1.0	-5.0	-2.8%	-6.7	-0.8	-2.4%	2.2	2.0	0.9
CNC(=O)c1c(NC(=O)c2ccc(N3C(=O)CCC3=O)cc2)sc2c1CCCC2	-3.4	1.5	-14.1%	11.8	3.7	5.9%	4.2	-2.7	-0.7
CC(C)C(=O)Nc1ccc2c(c1)C(=O)NC2=O	-1.1	7.8	3.3%	15.4	0.9	4.4%	5.7	-5.3	2.5
CC1CC(C)CN(C(=O)C2CCCN(S(=O)(=O)c3cccc4nonc34)C2)C1 (stereo not given)	0.0	-5.5	-16.8%	1.0	-6.5	0.1%	-12.7	3.8	0.4
CCOc1ccc(S(=O)(=O)N2CCCC(C(=O)NC3CC3)C2)cc1Cl (stereo not given)	-0.5	u	x	x	10.4	1.3%	-7.5	-3.1	7.7
CCC(CC)NC(=O)C1CC(=O)N(CCc2ccc(F)cc2)C1 (stereo not given)	-0.5	4.3	-5.8%	2.6	1.7	1.8%	-1.9	-1.0	5.1

Filtered by structure: the entries above with an aryl methoxy group.
SMILES	TRHR agonist	RXFP1 antag	Anesthetic bind	D2 potentiator	TRHR enhancer	RXFP1 ag	D1 antagonist	D1 potentiator	D1 ag
COc1cc(/C=C/C(=O)OCC(=O)Nc2cccc(Oc3ccccc3)c2)ccc1O	-0.1	-12.7	u	x	-3.2	0.9%	-5.4	-5.9	5.3
COc1ccccc1CN(C)CC(=O)Nc1ccccc1-c1ccccc1	0.4	-18.7	31.7%[activator]	-1.8	-8.3	2.7%	-5.0	-6.5	8.1
COc1ccc(NS(=O)(=O)c2ccc(NC(=O)c3ccc(N(C)S(C)(=O)=O)cc3)cc2)c(OC)c1	0.3	x	-8.4%	13.9	-1.3	0.7%	2.8	4.8	6.8
COc1cc([N+](=O)[O-])ccc1N1C(=O)C2C3C=CC(C4CC34)C2C1=O (stereo not given)	-0.4	7.1	-20.6%	-0.3	2.9	2.4%	-10.6	-1.6	4.5

(cont.)
SMILES	TRHR agonist	RXFP1 antag	Anesthetic bind	D2 potentiator	TRHR enhancer	RXFP1 ag	D1 antagonist	D1 potentiator	D1 ag
COc1cnc(-c2ccccc2)nc1Sc1ccccc1	0.4	-13.5	-10.2%	0.9	-1.5	0.6%	9.4	8.0	7.0
CCC(C)(C)n1nnnc1C(c1ccccc1)N1CCc2ccccc2C1 (stereo not given)	-0.4	4.7	-14.1%	9.0	-1.1	0.3%	17.3	-6.5	-2.6
Cc1ccc(C(=O)OCC(=O)NC2CCCC(C)C2C)cc1S(=O)(=O)N1CCCCC1 (stereo not given)	-0.1	-1.9	x	-9.5	-5.4	0.4%	-7.9	0.7	3.3
Nc1nc(Cl)cc(NCCc2ccc(O)cc2)n1	0.5	9.1	u	7.7	-7.1	-0.3%	-9.1	-7.0	16.3
COc1cccc(NC(=O)NC2CCCc3ccccc32)c1 (stereo not given)	0.0	-5.1	-15.7%	5.9	-4.0	1.3%	3.1	1.1	2.4
CCc1nnc(SCC(=O)Nc2nnc(C)s2)n1CC1CCCO1 (stereo not given)	-0.2	1.7	-1.7%	-5.3	-1.2	6.1%	-15.5	4.2	0.6
CCOc1ccc(N(CC(=O)NC2CCCCC2)C(=O)CCC(=O)Nc2cc(C)ccn2)cc1	-0.1	16.7	-1.2%	x	9.5	-0.1%	-0.6	-5.6	1.4
CCOc1ccc2c(c1)c(=O)c(C(=O)c1ccccc1)cn2Cc1ccccc1F	0.2	0.1	-15.5%	13.9	2.4	u	-13.0	-0.1	1.0
CC(C)Cc1cc(C(=O)N2CCCC(C(=O)c3cc(F)ccc3F)C2)no1 (stereo not given)	-0.7	-12.9	-18.2%	-2.6	0.3	2.0%	3.6	-3.5	3.1
CC(c1nc2ccccc2c(=O)[nH]1)N1CCCN(S(=O)(=O)c2ccc(F)cc2)CC1 (stereo not given)	-0.9	15.1	x	3.7	-5.1	3.0%	-16.7	-6.6	2.5
Cc1cccc(OC(=O)CSc2nnc(-c3cccs3)o2)c1C	-0.3	-3.8	0.2%	0.0	0.2	-1.2%	5.5	-0.1	-1.4
COc1ccc(CN(C)CC(=O)NC(=O)NCc2ccccc2)cc1OC	0.4	-5.7	-8.2%	-2.0	5.4	-0.3%	2.4	-3.4	2.0
Cc1ccc(OCC(=O)NCCNC(=O)c2cnccn2)cc1C	-0.9	6.5	5.2%	6.4	2.3	u	-6.9	-2.9	39.2*
CC(=N\NC(=O)c1cc(Br)ccc1O)/C(=N/O)C(=O)Nc1ccccc1	-0.1	-80.9*	-14.3%	-0.5	-4.1	0.7%	-8.4	-3.9	5.4
NC[C@@]12CCCC1C1CCC2C1 (stereo not given in full)	0.3	x	-16.4%	3.4	1.6	-0.1%	-20.1	3.8	3.9
C=CCn1c(CC(C)(C)C)nc2ccccc21	-2.1	-16.7	-9.5%	-7.1	-3.4	-0.7%	7.9	1.2	1.3
COc1ccc(C(=O)Nc2nc3nccc(-c4ccccc4)n3n2)cc1	-0.2	2.6	-6.9%	8.9	-0.9	5.5%	0.8	2.3	-0.3
CCOC(=O)COc1cc(OCC(=O)OCC)c2c3c(c(=O)oc2c1)CCCC3	0.5	16.1	-8.0%	2.9	-2.2	-1.6%	1.8	-0.8	0.7
Cc1ccc(Cc2nc3ccccc3nc2SCC(=O)N2CCCCC2)cc1	0.3	-34.1	394.5%[activator]	12.2	0.2	u	9.1	-2.1	5.2
CN(C)c1ccc(CNC(=O)c2cccc(NC(=O)N3CCSc4ncccc43)c2)cc1	0.4	2.1	-13.8%	5.4	17.6	-0.7%	-22.8	-1.9	0.1
CCOc1cc(N2CCOCC2)c(OCC)cc1NC(=O)CN1C(=O)NC2(CCCCCCC2)C1=O	0.1	1.8	-9.6%	x	0.1	0.8%	10.1	-3.9	-0.2
COc1ccnc(NCc2cccc(C(F)(F)F)c2)c1C#N	-1.4	12.0	-7.1%	11.7	-0.5	5.3%	-6.1	-1.6	3.9
COc1ccccc1CNC(=O)C(C)n1nc(C)c2c(C)n(-c3ccccc3)nc2c1=O (stereo not given)	-0.3	-2.0	u	-7.3	-2.4	6.8%	3.9	1.3	1.3
COc1ccccc1CNS(=O)(=O)c1c(C)nc2sccn2c1=O	0.1&0.3	1.5&-2.0	-5.7%&-1.5%	0.4&1.1	-5.4&12.3	3.0%&-1.1%	-13.8&-2.0	-6.0&-3.2	4.2&0.8
COc1ccc([N+](=O)[O-])cc1NC(C)C	0.0	-8.6	-13.3%	6.1	0.6	-1.5%	-1.7	-6.2	-0.1
O=C(COC(=O)/C=C/c1ccccc1)NCc1ccccc1Cl	-1.0	-4.5	-19.5%	-1.2	-0.4	2.7%	6.9	4.8	0.8
O=S(=O)(c1ccccc1)N1CCN(S(=O)(=O)N2CCCCCC2)CC1	0.4	5.4	2.6%	x	0.9	-0.6%	9.1	-1.4	0.6
Cc1ccnc(NS(=O)(=O)c2ccc(NC(=O)Cc3ccc(Br)cc3)cc2)n1	0.2	-5.1	5.7%	1.4	4.9	-1.6%	3.0	-4.8	0.9
